esBAF inh: blocks esBAF chromatin remodeling in mouse ES cells | Bmi1-luciferase knock-in reporter, 24 h; 100% = twice the neutral-well signal | reporter increase, % at 12.5 µM | actives 2% (n = 350,000); in the data active means activation above about 40%;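 further: 0% = median of the plate's neutral control wells and 100% = double that signal; a rise in the Bmi1 reporter signal indicates esBAF inhibition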
RAD54 inh: inhibitors of human RAD54 branch migration. actives 0.14% (n = 360,000). Q92698. inhibition, % at 10.4 µM. RAD54 Holliday junction branch migration, FAM/BHQ fluorescence;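 active means mean normalized replicate activity at least 40 and at least half of replicates scoring 40 or more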;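 further: 0% = median of neutral control wells and 100% = median of positive control wells; inhibitors cause a drop in the FAM fluorescence signal; in these data hits start at about 50%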
Target sequence (Q92698 whole entry, looked up): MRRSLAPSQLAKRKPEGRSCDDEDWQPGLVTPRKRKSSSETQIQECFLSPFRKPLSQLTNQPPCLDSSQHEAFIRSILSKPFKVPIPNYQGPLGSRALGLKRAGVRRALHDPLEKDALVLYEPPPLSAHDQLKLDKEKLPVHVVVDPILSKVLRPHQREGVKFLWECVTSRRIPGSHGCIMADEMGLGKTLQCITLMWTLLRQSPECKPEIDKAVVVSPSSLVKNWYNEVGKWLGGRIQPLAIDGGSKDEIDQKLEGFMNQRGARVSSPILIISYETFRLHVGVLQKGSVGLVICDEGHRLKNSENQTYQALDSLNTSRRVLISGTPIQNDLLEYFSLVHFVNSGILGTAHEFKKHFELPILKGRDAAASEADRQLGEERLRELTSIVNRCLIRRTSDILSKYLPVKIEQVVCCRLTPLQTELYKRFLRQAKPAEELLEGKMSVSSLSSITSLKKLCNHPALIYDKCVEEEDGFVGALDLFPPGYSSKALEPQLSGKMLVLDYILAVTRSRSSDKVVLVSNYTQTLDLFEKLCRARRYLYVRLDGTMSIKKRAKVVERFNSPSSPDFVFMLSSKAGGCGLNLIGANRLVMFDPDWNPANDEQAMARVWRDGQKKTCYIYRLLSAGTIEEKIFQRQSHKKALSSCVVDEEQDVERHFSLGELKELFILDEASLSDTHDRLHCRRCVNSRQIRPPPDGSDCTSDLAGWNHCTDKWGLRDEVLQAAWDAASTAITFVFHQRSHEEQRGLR
* hit, by the source's call.

CC1=NOC2(C1)N(C)c1ccccc1C2(C)C (centres undefined) was read as esBAF inh 2 and RAD54 inh -6.
For Cn1nc(-c2ccc(OCC(=O)NCC3CCCO3)cc2)c2ccccc2c1=O (centres undefined) the results were esBAF inh 11 and RAD54 inh -3.
`COc1ccc(NC(=O)N2CCN(S(C)(=O)=O)CC2)cc1OC` gave esBAF inh 2 and RAD54 inh -2.
For COc1ccc(C(=O)Nn2c(SCC(=O)NCC3CCCO3)nc3ccccc3c2=O)cc1 (centres undefined) the results were esBAF inh -68 and RAD54 inh 1.
CCOc1cc(S(=O)(=O)Nc2ccc(CC)cc2)ccc1Cl was read as esBAF inh 0 and RAD54 inh 0.
O=C(NCc1ccco1)c1cnn2c1NC(c1ccccc1)CC2C(F)(F)F (centres undefined) was read as esBAF inh -5 and RAD54 inh -12.
For CC(O)CN(CCC(N)=O)CCC(N)=O (centres undefined) the results were esBAF inh -1 and RAD54 inh 1.
O=C(CSc1nnc(-c2cccs2)n1CC1CCCO1)c1cc2ccccc2o1 (centres undefined) was read as esBAF inh -3 and RAD54 inh -8.
For O=C(Nc1cccc(Cl)c1N1CCCC1)c1ccc(Br)o1 the results were esBAF inh -4 and RAD54 inh -3.
`COCCSc1nnc(NC(=O)C2CCCCC2)s1` gave esBAF inh 19 and RAD54 inh 3.
For CSc1nnc2n(-c3ccccc3)c(=O)c3c4c(sc3n12)CCC4 the results were esBAF inh -4 and RAD54 inh 1.
For Cc1cc(Nc2ccccc2)n(-c2cccc(Cl)c2)n1 the results were esBAF inh 3 and RAD54 inh 6.
For Cn1nnnc1SCC(=O)Nc1ccccc1N1CCCCC1 the results were esBAF inh -6 and RAD54 inh 7.
For O=S(=O)(c1ccc(-c2nnc(SCc3nnc(-c4ccccc4)o3)o2)cc1)N1CCCC1 the results were esBAF inh 7 and RAD54 inh 3.
For O=C(NCCCn1ccnc1)Nc1ccc(Cl)cc1Cl the results were esBAF inh 0 and RAD54 inh 5.
Screening O=C(CCSc1ccccc1)Nc1ccc(S(=O)(=O)N2CCOCC2)cc1 returned esBAF inh 4 and RAD54 inh -5.
Screening O=C1c2ccccc2C(=O)N1c1nc(-c2cccs2)cs1 returned esBAF inh -5 and RAD54 inh -4.
Screening O=C(CSc1nnc(CNC(=O)c2ccco2)o1)c1ccccc1 returned esBAF inh -6 and RAD54 inh 3.
COC(=O)c1ccc(C2/C(=C(/O)c3ccc(OC)cc3)C(=O)C(=O)N2c2cc(C)on2)cc1 (centres undefined) was read as esBAF inh 5 and RAD54 inh 0.
CC(=O)N1CCN(S(=O)(=O)c2ccc(C)cc2)C1C(C)C (centres undefined) was read as esBAF inh -11 and RAD54 inh 5.
O=C(NC1CCCC1)C1c2ccccc2C(=O)N1C1CCCCC1 (centres undefined) was read as esBAF inh -3 and RAD54 inh -13.
Screening O=C(C1=C(O)C(=O)N(Cc2ccccc2)C1c1ccncc1)c1ccco1 (centres undefined) returned esBAF inh -3 and RAD54 inh -4.
`CCOc1ccc(S(=O)(=O)Nc2ccc3c(c2)OCO3)c2cccnc12` gave esBAF inh 16 and RAD54 inh -8.
O=S(=O)(c1ccc(Br)s1)N1CCC(Cc2ccccc2)CC1 was read as esBAF inh 2 and RAD54 inh 1.
`CC(C)NC(=O)C(Cc1ccccc1)N1C(=O)c2ccccc2C1=O` (centres undefined) gave esBAF inh 3 and RAD54 inh -1.
O=C(COC(=O)c1cnccn1)c1ccc2ccccc2c1 was read as esBAF inh -5 and RAD54 inh -11.
For CC(C)(C)NC(=O)c1cccc(NC(=O)c2ccco2)c1 the results were esBAF inh 9 and RAD54 inh 6.
Cc1ccc(Cn2nnc3c(=O)[nH]c(C4CCCN(C(=O)Nc5ccc(F)cc5)C4)nc32)cc1 (centres undefined) was read as esBAF inh -6 and RAD54 inh -2.
Screening Nc1nc(N2C(=O)C3CC=CCC3C2=O)nn1-c1ccccc1 (centres undefined) returned esBAF inh -3 and RAD54 inh -6.
Cn1c(CSc2nc3ccccc3s2)nc2ccccc21 was read as esBAF inh 50* and RAD54 inh -12.
For O=C(NCC(c1cccs1)N1CCOCC1)c1cc2ccccc2o1 (centres undefined) the results were esBAF inh -1 and RAD54 inh -6.
Screening CCCCN(CCCC)S(=O)(=O)c1ccc2oc(C(=O)N3CCOCC3)c(C)c2c1 returned esBAF inh -1 and RAD54 inh 11.
Screening O=C(NC1CCCCC1)N(Cc1ccccc1)Cc1ccco1 returned esBAF inh -1 and RAD54 inh 8.
`O=C(Nc1ccc2c(c1)OCCO2)c1cccc2nc3ccccc3nc12` gave esBAF inh -9 and RAD54 inh 6.
Screening COC(=O)c1ccc(Cl)c(NC(C)=O)c1 returned esBAF inh 6 and RAD54 inh 0.
`Cc1[nH]n(-c2ccccc2)c(=O)c1Sc1ccc(Cl)cc1` gave esBAF inh -2 and RAD54 inh -4.
Screening COc1ccc(C(=O)Nc2nc(-c3ccc(OC)cc3)c(-c3ccc([N+](=O)[O-])cc3)s2)cc1 returned esBAF inh 6 and RAD54 inh 9.
Screening COc1cc(NS(=O)(=O)c2ccc(NC(=O)c3ccco3)cc2)nc(OC)n1 returned esBAF inh -2 and RAD54 inh 6.
Screening O=C(CN(Cc1cccs1)C(=O)CNC(=O)c1ccco1)NC1CCCCC1 returned esBAF inh -10 and RAD54 inh 0.
`Cc1ccc(S(=O)(=O)NC(CC(=O)O)c2ccccc2)cc1` (centres undefined) gave esBAF inh 3 and RAD54 inh 3.
For CCC(=O)Nc1ccc(/C(C)=N\NS(=O)(=O)c2ccc(C)cc2)cc1 the results were esBAF inh 13 and RAD54 inh -5.
`Cc1ccc(C(=O)NC(NC(=O)c2ccc(C)cc2)C(Cl)Cl)cc1` gave esBAF inh 1 and RAD54 inh 1.
`Cc1cc(C)n(-c2ccc(C(=O)Nc3ccc(N4CCOCC4)cc3)cc2)n1` gave esBAF inh 0 and RAD54 inh 5.
`O=C(CSc1nnnn1-c1cccc2c1CCCC2)N1CCCC1` gave esBAF inh 5 and RAD54 inh 22.
O=C(Nc1ccc(N=Nc2ccccc2)cc1)c1cccc(Cl)c1 was read as esBAF inh 0 and RAD54 inh 0.
Screening CCOc1ccc(C(=O)c2ccc(OCC)c(N)c2)cc1N returned esBAF inh 30 and RAD54 inh 1.
`COc1ccccc1N1CCN(S(=O)(=O)Cc2ccccc2Cl)CC1` gave esBAF inh -1 and RAD54 inh 4.
Screening COc1cc(CNC(=O)c2ccc(Cn3nc(C)c(Cl)c3C)o2)cc(OC)c1 returned esBAF inh 0 and RAD54 inh 0.
Screening CCCC(NS(=O)(=O)c1ccc(OC)cc1)C(=O)O (centres undefined) returned esBAF inh 0 and RAD54 inh 3.
O=C1CSC(c2cccc(F)c2)N1c1ccc(O)cc1 (centres undefined) was read as esBAF inh -3 and RAD54 inh -5.
For CCN1CCc2c(C#N)c(N3CCCCC3)nc(NCc3ccccc3)c2C1 the results were esBAF inh -4 and RAD54 inh 2.
`CCOc1ccc(NS(=O)(=O)c2ccc(OCC)c3ncccc23)cc1` gave esBAF inh -17 and RAD54 inh 8.
For Cc1c(C(=O)N2CCOCC2)oc2ccc(S(=O)(=O)N3CCCC3)cc12 the results were esBAF inh -3 and RAD54 inh 2.
O=C(NNc1ccc([N+](=O)[O-])cc1)C12CC3CC(CC(C3)C1)C2 was read as esBAF inh 2 and RAD54 inh -3.
Screening CCC1CCCCN1CCNS(=O)(=O)c1ccc2c(c1)CCN2C(C)=O (centres undefined) returned esBAF inh -5 and RAD54 inh -7.
O=C(NCCN1CCOCC1)c1ccc(Cl)cc1[N+](=O)[O-] was read as esBAF inh 3 and RAD54 inh 8.
`COCCn1c(C)cc(C(=O)COC(=O)c2ccc(-n3nc(C)cc3C)cc2)c1C` gave esBAF inh 2 and RAD54 inh 12.
O=C1C2CC=C(Cl)CC2C(=O)N1CCCCCCN1C(=O)C2CC=C(Cl)CC2C1=O (centres undefined) was read as esBAF inh 2 and RAD54 inh 2.
For Cn1cccc1C(=O)NC(=O)COC(=O)c1ccccc1Sc1ccccc1C#N the results were esBAF inh 4 and RAD54 inh 4.
For O=C1C(SC(F)(F)C(F)F)=C(C(F)(F)F)OC2C3C=CC(C3)C12 (centres undefined) the results were esBAF inh -6 and RAD54 inh -6.

Structures shown so far that contain two or more sulfur atoms (8):
O=C(CSc1nnc(-c2cccs2)n1CC1CCCO1)c1cc2ccccc2o1 (centres undefined) was read as esBAF inh -3 and RAD54 inh -8.
`COCCSc1nnc(NC(=O)C2CCCCC2)s1` gave esBAF inh 19 and RAD54 inh 3.
For CSc1nnc2n(-c3ccccc3)c(=O)c3c4c(sc3n12)CCC4 the results were esBAF inh -4 and RAD54 inh 1.
For O=S(=O)(c1ccc(-c2nnc(SCc3nnc(-c4ccccc4)o3)o2)cc1)N1CCCC1 the results were esBAF inh 7 and RAD54 inh 3.
Screening O=C(CCSc1ccccc1)Nc1ccc(S(=O)(=O)N2CCOCC2)cc1 returned esBAF inh 4 and RAD54 inh -5.
Screening O=C1c2ccccc2C(=O)N1c1nc(-c2cccs2)cs1 returned esBAF inh -5 and RAD54 inh -4.
O=S(=O)(c1ccc(Br)s1)N1CCC(Cc2ccccc2)CC1 was read as esBAF inh 2 and RAD54 inh 1.
Cn1c(CSc2nc3ccccc3s2)nc2ccccc21 was read as esBAF inh 50* and RAD54 inh -12.

New compounds follow:
Cc1ccccc1-n1nnnc1SCC(=O)Nc1ccc(S(=O)(=O)N2CCCC2)cc1 was read as esBAF inh 12 and RAD54 inh -1.
Screening O=C(COc1ccccc1)Nc1ccc2c(c1)nc1n2CCSC1 returned esBAF inh 28 and RAD54 inh -6.
For CCc1ccc2[nH]c(=O)c(C(c3nnnn3CCOC)N3CCN(c4ccc(F)cc4)CC3)cc2c1 (centres undefined) the results were esBAF inh 1 and RAD54 inh -2.
`O=C(Nc1ccc(Br)cc1)/C(=C/c1cccc([N+](=O)[O-])c1)NC(=O)C1CCCCC1` gave esBAF inh -12 and RAD54 inh -1.
`CC1(C)Cc2ccccc2C(/C(=N/O)C(N)=O)=N1` gave esBAF inh -6 and RAD54 inh 0.
For CC1CCN(C(=O)CN(C)S(=O)(=O)c2cccc3nsnc23)CC1 the results were esBAF inh -12 and RAD54 inh 0.
`COc1ccccc1-n1c(SCC(=O)O)nnc1-c1ccc(S(=O)(=O)N2CCCCC2)cc1` gave esBAF inh 1 and RAD54 inh -4.
Screening COc1cc(NS(=O)(=O)c2ccc(NS(=O)(=O)c3ccccc3)cc2)nc(OC)n1 returned esBAF inh -5 and RAD54 inh 0.
`O=C(CSCc1ccc(F)cc1)N1CCN(c2ccccc2)CC1` gave esBAF inh 20 and RAD54 inh 2.
O=C(Nc1cccnc1)C1COc2ccccc2O1 (centres undefined) was read as esBAF inh 3 and RAD54 inh -4.
Screening CCC1S/C(=C(\C#N)C(=O)NCc2ccco2)N(c2ccc(F)cc2)C1=O (centres undefined) returned esBAF inh -10 and RAD54 inh -1.
Screening N#Cc1cccc2c1-c1ccccc1/C2=N/NC(N)=O returned esBAF inh -5 and RAD54 inh 85*.
`O=C(c1nc2nc(-c3cccs3)cc(C(F)(F)F)n2n1)N1CCN(Cc2ccccc2)CC1` gave esBAF inh -1 and RAD54 inh 8.
CN(C)S(=O)(=O)N1CCN(c2ccnc3cc(Cl)ccc23)CC1 was read as esBAF inh 2 and RAD54 inh -6.
For CCN1C(=O)CC(N2CCOCC2)C1=O (centres undefined) the results were esBAF inh -4 and RAD54 inh -4.

Quoted from the listing, 2 compounds:
O=C(Nc1cccnc1)C1COc2ccccc2O1 (centres undefined) was read as esBAF inh 3 and RAD54 inh -4.
Screening CCC1S/C(=C(\C#N)C(=O)NCc2ccco2)N(c2ccc(F)cc2)C1=O (centres undefined) returned esBAF inh -10 and RAD54 inh -1.

(more compounds)
Screening O=C(NCc1ccco1)c1cccc(N2CCCC2=O)c1 returned esBAF inh 0 and RAD54 inh -4.
For COc1ccc(CCNC(=O)CN2CCN(c3cccc(Cl)c3)CC2)cc1OC the results were esBAF inh -5 and RAD54 inh -2.
For O=C(COC(=O)c1ccc([N+](=O)[O-])s1)NNC(=O)c1ccccc1 the results were esBAF inh -1 and RAD54 inh 0.
O=c1[nH]c2ccc(NC(=S)Nc3ccc(Cl)cc3Cl)cc2[nH]1 was read as esBAF inh -2 and RAD54 inh 0.
Screening O=C(NCc1cccnc1)C1CCCN(Cc2cnn(-c3ccccc3)c2-n2cccc2)C1 (centres undefined) returned esBAF inh -6 and RAD54 inh -5.
Screening N#Cc1c(N)nc(SCc2ccncc2)c(C#N)c1-c1cccs1 returned esBAF inh 6 and RAD54 inh -26.
Screening CC(C)N(CCCNC(=O)C1CCN(S(=O)(=O)N2CCOCC2)CC1)Cc1ccccc1 returned esBAF inh -11 and RAD54 inh 3.
Screening Cc1cccn2c(=O)c3cc(C(=O)NCCN4CCOCC4)c(=N)n(CCc4ccccc4)c3nc12 returned esBAF inh 3 and RAD54 inh 43.
`CC(=O)N1CCc2cc(S(=O)(=O)NCCC(=O)Nc3cccc(C)c3)ccc21` gave esBAF inh 3 and RAD54 inh -4.
Screening CCN(CC)c1ncnc2sc(C(=O)N3CCN(c4ccc(OC)cc4)CC3)c(C)c12 returned esBAF inh -5 and RAD54 inh 1.
Screening Cc1ccc(-c2ccc(C3C(C#N)=C(N)Oc4n[nH]c(C)c43)o2)cc1 (centres undefined) returned esBAF inh 2 and RAD54 inh -2.
For CC(C)COc1cc(=O)[nH]c(SCC(C)C)n1 the results were esBAF inh 5 and RAD54 inh -8.
`O=C(Nc1ccc2nn(-c3ccccc3)nc2c1)c1ccc2c(c1)OCO2` gave esBAF inh 3 and RAD54 inh -4.
N#Cc1nc(Cc2ccccc2)oc1N1CCC(C(N)=O)CC1 was read as esBAF inh -2 and RAD54 inh -2.
`COc1ccc2[nH]c(=O)c(-c3noc(-c4ccccc4)n3)cc2c1` gave esBAF inh 34 and RAD54 inh -8.
For CCNc1cc(=O)n(C)c(=O)n1C the results were esBAF inh -2 and RAD54 inh -7.
`CCC(C)(C)NC(=O)c1cc(C(=O)OC)cc([N+](=O)[O-])c1` gave esBAF inh 0 and RAD54 inh 1.

Not all compounds are listed (hit frequency here may not be typical).
